# Compound activity deposited in PubChem BioAssay by National Center for Advancing Translational Sciences (NCATS).
# ELG1 genotoxic – genotoxicity induction in ELG1-luciferase HEK293T cells; HEK293T ELG1-luciferase reporter, luminescence, 16 h; 330,000 tested, 1.3% active; Potency, µM (titrated, usually from 46 µM), without a hit: at the top dose activity change, positive = activation, actives largely listed as activators; note: potency is the fitted concentration of half-maximal effect; % of control where 0% means no effect; nearly all actives have a fitted effect of over 60% in size
#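 16 hr compound incubation (37 °C, 5% CO2) of HEK293T cells carrying luciferase-tagged ELG1; luciferase then measured by ONE-Glo luminescence after 30 min at RT.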
# Menin-MLL TR inh – displaces Texas Red mutant MLL peptide from human menin | O00255 | Menin + Texas Red MLL mutant peptide, fluorescence polarization | Potency, µM (highest dose often 61.6 µM), inactives show at the highest dose FP activity change, negative = inhibition, most hits filed as inhibitors | 270,000 tested, 0.23% active | AID 1768; active = well fitted inhibition curve with a large enough effect in the polarisation, with a control signal flat, not every such curve was filed as active; inconclusive = small, poorly fitted or top-dose-only effect, or effect the other way, or a change in a side signal; inactive = no such curve, though single readings can be large or run the other way; the % refers to the polarisation; note: potency is the fitted concentration of half-maximal effect; % of control where 0% means no effect; many of its hits are not listed in these tables
# Giardia killer – Giardia lamblia killing. Giardia lamblia trophozoite viability. activity change, % at 7.66 µM, hits read low. 340,000 tested, 0.15% active. AID 540267; in the data active = activity change below about -80%; inconclusive = between about -30% and that limit;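 note: parasites exposed to compound for two days anaerobically before the ATP read; % is set by controls: 0 for no effect and ±100 for the full control effect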
#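 Compounds were tested on trophozoites seeded at 100 cells/well and held 48 hrs at 37 deg C anaerobically. An ATP-based luminescent kit measured the remaining live cells.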
# p53 reactivator – re-activators of mutant p53 | H1299 p53-A138V BP100-luciferase reporter, luminescence, 24 h | Potency, µM (titrated, usually from 92.2 µM), for inactives: at the highest dose activity change, positive = activation, actives largely listed as activators | 320,000 tested, 0.063% active; note: potency is the fitted concentration of half-maximal effect; % of control where 0% means no effect; nearly all actives have a fitted effect of over 45% in size
#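 p53-null H1299 cells stably carrying temperature-sensitive p53-A138V and a BP100-luciferase reporter were pinned with compounds (4-point, 1:5 series) and held 24 hrs at 37 deg C. Luminescence was read 10 min after detection reagent.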
# VP16 counter – counter-screen for ROR gamma inhibitors: Gal4-VP16 reporter; Drosophila S2 Gal4-VP16 UAS-luciferase, luminescence, 20 h; Potency, µM (doses to about 53.6 µM), inactives show at the highest dose activity, negative = inhibition, actives largely listed as inhibitors; 310,000 tested, 3.5% active; AID 2546;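 note: Gal4-VP16 expression switched on by copper sulfate through the metallothionein promoter; potency is the fitted concentration of half-maximal effect; % is set by controls: 0 for no effect and ±100 for the full control effect; nearly all actives have a fitted effect of over 50% in size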
# PKM2 act – PKM2 (human) enzyme activation; 260,000 tested, 0.34% active; Potency, µM (doses to about 57.5 µM), without a hit: top-dose activation, hits mostly activators; purified PKM2, Kinase-Glo ATP luminescence, activation; response scale: 0% is enzyme alone, no compound; P14618; note: potency is the fitted concentration of half-maximal effect; % is set by controls: 0 for no effect and ±100 for the full control effect; nearly all actives have a fitted effect of over 55% in size
# Target sequence (P14618 whole entry, looked up): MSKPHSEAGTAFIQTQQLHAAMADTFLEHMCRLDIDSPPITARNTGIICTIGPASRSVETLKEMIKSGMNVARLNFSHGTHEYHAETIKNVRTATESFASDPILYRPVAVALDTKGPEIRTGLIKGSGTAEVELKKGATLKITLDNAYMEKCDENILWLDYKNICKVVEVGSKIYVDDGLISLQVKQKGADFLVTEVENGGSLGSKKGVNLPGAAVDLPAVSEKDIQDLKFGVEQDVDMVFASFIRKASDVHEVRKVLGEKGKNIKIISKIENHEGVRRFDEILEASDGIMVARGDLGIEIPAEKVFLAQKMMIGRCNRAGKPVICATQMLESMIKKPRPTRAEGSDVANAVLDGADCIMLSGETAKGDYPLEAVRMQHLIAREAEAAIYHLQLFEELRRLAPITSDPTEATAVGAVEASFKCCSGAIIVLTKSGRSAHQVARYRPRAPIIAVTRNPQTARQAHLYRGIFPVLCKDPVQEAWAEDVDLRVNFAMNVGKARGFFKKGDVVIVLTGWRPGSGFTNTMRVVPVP
#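 hPK-M2, >95% pure; 0.1 mM ADP / 0.5 mM PEP final; imidazole pH7.2 buffer w/ 7 mM MgCl2, 50 mM KCl; 1 h RT; Kinase-Glo lum. Intermediate enzyme activity for dual inhibitor/activator qHTS.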
# Rab9 prom act – Rab9 promoter activation; Potency, µM (series often up to 9.22 µM), inactives show top-dose activation, negative = inhibition, hits mostly activators; 320,000 tested, 2.8% active; Huh7 Rab9 promoter-luciferase reporter, luminescence, 24 h; note: potency is the fitted concentration of half-maximal effect; % of control where 0% means no effect; nearly all actives have a fitted effect of over 60% in size
#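 Rab9 promoter-driven luciferase in stably transfected Huh7 cells; 1500 cells/well rested 2 h, exposed to compound in DMSO for 24 h at 37 °C, 5% CO2. Luminescence read 10 min after adding luciferase reagent at ambient temperature.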
# RORg inh – inhibitors of mouse ROR gamma transcriptional activity | Potency, µM (titrated, usually from 53.6 µM), inactives show at the top dose activity change, negative = inhibition, usual class: inhibitors | 310,000 tested, 5.4% active | Drosophila S2 Gal4-RORgamma UAS-luciferase reporter, 20 h; note: potency is the fitted concentration of half-maximal effect; % is set by controls: 0 for no effect and ±100 for the full control effect; nearly all actives have a fitted effect of over 60% in size
#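 ROR gamma transcriptional activity was tracked as Gal4-UAS luciferase output in stably transfected Drosophila Schneider cells, with compound added 1 hr before 700 uM copper sulfate induction and a 20 hr ambient-temperature incubation.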
# BRCA1 expr up – activators of BRCA1 expression | MCF7-BRCA1-FFLuc reporter, luminescence, 48 h; response scale: scaled: vehicle 0%, 10 µM genistein 100% | Potency, µM (titrated, usually from 46.1 µM), inactives show at the top dose activation, most hits filed as activators | 380,000 tested, 1.1% active; note: potency is the fitted concentration of half-maximal effect; nearly all actives have a fitted effect of over 80% in size; some results filed as inactive show a strong effect at the top dose
#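 Compounds are tested at multiple concentrations on MCF7 BRCA1-luciferase reporter cells seeded at 2000 per well; after 48 h, a single luminescence end-point is taken and curves fitted to the normalized data.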
# FLuc modulator – firefly luciferase modulation, counter-screen for miR-21 project; 360,000 tested, 6.9% active; purified FLuc, Km substrates, luminescence inhibition; Potency, µM (titrated, usually from 57.5 µM), inactives show at the top dose activity change, negative = inhibition, most hits filed as inhibitors; P08659; AID 588342;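 note: potency is the fitted concentration of half-maximal effect; plate controls were vehicle for no effect and reference inhibitor for full effect; nearly all actives have a fitted effect of over 55% in size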
# Target sequence (P08659 whole entry, looked up): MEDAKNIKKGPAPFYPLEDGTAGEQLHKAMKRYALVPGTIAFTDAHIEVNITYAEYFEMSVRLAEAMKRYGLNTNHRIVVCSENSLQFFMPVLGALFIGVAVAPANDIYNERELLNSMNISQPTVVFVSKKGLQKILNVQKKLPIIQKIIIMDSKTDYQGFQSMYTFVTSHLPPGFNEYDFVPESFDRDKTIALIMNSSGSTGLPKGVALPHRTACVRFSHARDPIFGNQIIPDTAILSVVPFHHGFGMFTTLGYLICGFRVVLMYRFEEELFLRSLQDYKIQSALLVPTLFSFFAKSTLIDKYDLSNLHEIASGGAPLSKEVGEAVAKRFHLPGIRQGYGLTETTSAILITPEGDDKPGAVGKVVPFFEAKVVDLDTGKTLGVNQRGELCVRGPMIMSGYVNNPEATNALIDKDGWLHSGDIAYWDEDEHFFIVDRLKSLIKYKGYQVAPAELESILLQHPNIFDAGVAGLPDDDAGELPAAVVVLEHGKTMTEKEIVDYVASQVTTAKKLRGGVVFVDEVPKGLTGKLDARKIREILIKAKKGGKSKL
#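 Purified P. pyralis luciferase, 10 nM final, with Km-level 10 uM D-luciferin and 10 uM ATP in 50 mM Tris acetate pH 7.5, 10 mM Mg acetate, 0.01% Tween-20, 0.05% BSA; 6-point qHTS titration about 60 µM downward; luminescence read.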
# NPC1 prom act – NPC1 promoter activation | Huh7 NPC1 promoter luciferase reporter, 24 h | Potency, µM (series often up to 9.22 µM), for inactives: at the top dose activation, usual class: activators | 320,000 tested, 2.4% active;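 note: potency is the fitted concentration of half-maximal effect; % of control where 0% means no effect; nearly all actives have a fitted effect of over 60% in size; reporter is driven by a mutant NPC1 promoter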
#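 Quantitative HTS used a cell-based reporter: Huh7 cells stably bearing the NPC1 promoter upstream of luciferase were treated with compounds for 24 h, and promoter activation was read as luminescence.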
# * = called active by the depositor; u = inconclusive; x = not tested or not shown; & = joins results of further samples; [ ] = remark or other dose. Unless noted, calls come from the whole dose curve; as a rule, active = well fitted curve in the direction sought with a large enough effect; inconclusive = small, poorly fitted or top-dose-only effect, or another doubt; inactive = no such curve, though single readings can be large; an effect the other way counts as inactive or inconclusive.
mol	ELG1 genotoxic	Menin-MLL TR inh	Giardia killer	p53 reactivator	VP16 counter	PKM2 act	Rab9 prom act	RORg inh	BRCA1 expr up	FLuc modulator	NPC1 prom act
CCOc1ccc(CN2C(=O)c3ccccc3C2=O)cc1C(=O)Nc1nnc(SCC)s1	14%	2%	-11	-17%	u	-13%	-7%	9%	-7%	0%	-7%
Cc1cccc(NC(=O)C(=O)NCc2ccccn2)c1	u	16%	-16	16%	2%	0%	u	-12%	u	u	u
COC(=O)c1ccc(NC(=O)CSc2nc3ncccc3[nH]2)cc1	-1%	x	0	6%	-4%	9%	9%	17%	16%	-20%	1%
CC(=O)c1c(COC(=O)c2ccc(F)cc2)nc2ccccc2[n+]1[O-]	-2%	x	u	-1%	-8%	-6%	-4%	39%	4%	-2%	-1%
COC(=O)C1=C(C)N(C)C(=S)N(C)C1c1ccc(OC)cc1 (configuration not stated)	4%	-7%	-29	13%	2%	6%	-1%	-10%	-13%	0%	-4%
O=C(Cn1nc(C(F)(F)F)c2c1CCC2)Nc1ccccc1C(F)(F)F	-1%	5%	5	6%	11%	-2%	1%	25%	40%	0%	3%
CCNC(=O)c1ccc(CSc2nc3ccccc3s2)cc1	11%	x	12	0%	u	-37%	-1%	u	87%	5.4µM*	6%
O=C(Nc1ccc(C(=O)O)cc1)/C(=C\c1ccco1)NC(=O)c1ccccc1Cl	-4%	-1%	3	4%	-7%	-2%	12%	0%	-10%	0%	-2%
Cc1ncc([N+](=O)[O-])n1CC(=O)Nc1ccc(F)cc1	0%	-6%	10	-4%	15%	x	-9%	13%	-4%	0%	-4%
CCOC(=O)C1(Cc2cccc(F)c2)CCN(C(=O)c2cnc(C)cn2)CC1	0%	-14%	7	-1%	0%	-1%	-6%	10%	-10%	-1%	-2%
O=C(COc1ccc(Cl)cc1)NCc1nnc(SCC(=O)N2CCCC2)o1	-17%	-16%	4	-1%	5%[10 µM]	0%	-7%	-1%	0%	7%	-1%
COc1cc(OC)cc(C(=O)NNC(=O)CN2C(=O)NC3(CCCC3)C2=O)c1	3%	x	4	4%	x	x	0%	x	2%	x	-1%

# A few values from the entries so far.
# Result for CCNC(=O)c1ccc(CSc2nc3ccccc3s2)cc1 under PKM2 act: -37%
# Result for O=C(Nc1ccc(C(=O)O)cc1)/C(=C\c1ccco1)NC(=O)c1ccccc1Cl under VP16 counter: -7%

# Continued:
mol	ELG1 genotoxic	Menin-MLL TR inh	Giardia killer	p53 reactivator	VP16 counter	PKM2 act	Rab9 prom act	RORg inh	BRCA1 expr up	FLuc modulator	NPC1 prom act
CCOc1ccc(NC(=S)N(C)C)cc1	2%	x	-10	0%	-2%	-11%	-6%	-30%	0%	0%	-6%
CCN1CCN(c2ccc(S(=O)(=O)N3CCCC3)cn2)CC1	2%	-17%	-21	2%	6%	1%	-5%	8%	1%	0%	-1%
Cn1cc(C(=O)N/N=C/C=C/c2ccccc2)ccc1=O	17%	35%[activator]	-2	0%	u	-22%	1%	u	-12%	-12%	0%
CC1CCc2cc(F)ccc2N1S(=O)(=O)c1ccc(F)cc1 (configuration not stated)	-5%	-15%	-4	-16%	1%	0%[11.5 µM]	-2%	10µM*	-28%	0%	3%
COCC(=O)N(C)c1nnc(-c2ccccn2)s1	21µM*	-20%	-8	u	-5%	10%	9%	25%	77%	u	10%
CCOc1cc(C(=O)NC)cc(Br)c1OC	-3%	-8%	-15	3%	-7%[10 µM]	-1%	1%	-4%	0%	-1%	-2%
COc1ccccc1-c1cc(C(=O)NCCN2CCOCC2)no1	5%	-20%	-4	19%	-5%	0%	-6%	2%	2%	-18%	1%
CN(C(=O)c1cccnc1)c1nnc(-c2ccccn2)s1	u	-28%	-4	u	u	-2%	u	u	68%	19µM*	u
CCC(=O)NCCCCCCCCCNC(=O)CC	2%	3%	-11	1%	7%	-8%	-13%	-1%	-17%	0%	-2%
COc1cc(OC)c(NC(=O)c2ccc(F)cc2)cc1Cl	1%	15%	15	11%	8%[10 µM]	-1%	-1%	-7%	-15%	u	-10%
C/C(=N\NC(=O)C1CC1)c1ccc(N2CCOCC2)cc1	7%	-7%	8	10%	-3%	-1%	1%	1%	20%	4%	1%
Cc1cc(NC(=O)C2CCCCC2C(=O)O)no1 (configuration not stated)	5%	-10%	6	0%	-2%	-5%	0%	-1%	2%	-1%	0%
COCCNS(=O)(=O)c1ccc(OCC(=O)OC)c(Cl)c1	-7%	25%	3	-7%	8%	3%	-1%	-27%	0%	0%	-1%
CN(C)S(=O)(=O)c1ccc(N2CCCC2)c(C(=O)N2CCN(S(=O)(=O)c3cccc(F)c3)CC2)c1	2%	x	u	-5%	x	x	1%	x	-11%	0%	-2%
C[n+]1c2n(c3ccccc31)N=C(c1ccc(-c3ccccc3)cc1)CS2	-9%	u	-7	-1%	u	5%	-28%	-93%	-80%	3%	-25%
CCOC(=O)C1CCCN(C(=O)c2ccc(NC(=O)CC3SC(N4CCCC4)=NC3=O)cc2)C1 (configuration not stated)	1%	x	8	7%	x	x	-1%	x	0%	3%	-1%
O=C(NCC(=O)N1CCN(c2ncccn2)CC1)c1cccs1	u	3%	-10	u	17%	-1%	u	46%	81%	-18%	23%
O=C(NCCCN1CCOCC1)/C(=C/c1ccc(F)cc1)NC(=O)c1ccccc1	0%	0%	-5	0%	-9%	-13%	-1%	0%	-4%	-2%	-11%
CN(C)c1nccc(NCc2ccccc2)c1C#N	10%	0%	3	1%	u	-1%	-2%	2%	49%	-12%	-3%
CCOC(=O)C1=C(C)C(c2cccc(Oc3ccccc3)c2)NC(=S)N1 (configuration not stated)	-5%	-8%	33[activator]	-6%	18µM*	-6%	-11%	7.1µM*	-52%	3%	3%
O=C1CSC(=NC2CCCCC2)N1	-7%	-2%	-1	-11%	u	-2%	1%	u	-11%	3%[2.3 µM]	-1%
C#C[C@]1(O)CC[C@H]2[C@@H]3CCc4cc(OC5CCCC5)ccc4[C@H]3CC[C@@]21C	x	3%&-7%	-16	x	-12%&-1%	0%	-1%	-10%[10 µM]	-16%	-2%	1%
O=C(N/N=C/c1ccco1)c1cc2ccccc2o1	12%	-8%	-17	u	-22%	x	19%	u	10%	17µM*	15%
O=C(NC1CCCC1)C1CC(O)CN1C(=O)Nc1ccccc1 (configuration not stated)	-3%	3%	6	1%	-3%	5%	9%	0%	13%	1%	-1%
COc1cccc(N(CC(=O)O)S(=O)(=O)c2ccccc2)c1	10%	18%	-1	0%	-8%	-21%	-6%	25%	-21%	1%	-1%
COc1ccc(Cl)cc1C(=O)NNC(=O)c1n[nH]c2ccccc12	2%	x	8	2%	x	x	-5%	x	-3%	4%	-9%
O=C(c1ccc(Cl)cc1)N1CCC(N2CCC(C(=O)N3CCOCC3)CC2)CC1	0%	x	-10	0%	2%	-22%	6%	-19%	-15%	4%	-6%
O=C(CCN1C(=O)COc2ccccc21)NCc1cccs1	2%	17%	15	-1%	-2%	1%	-5%	10%	7%	2%	-6%
CC(=O)C1=C(O)C(=O)N(c2ccc(Br)cn2)C1c1ccc(F)cc1 (configuration not stated)	u	23%	9	8%	u	-23%	4µM*	21%	u	-6%	2.2µM*
O=C(O)c1ccc(Cl)c(S(=O)(=O)NCC2CCCO2)c1 (configuration not stated)	0%	-1%	6	5%	1%	4%	2%	-29%	26%	15%	1%
COc1cc(C)c(Cl)c(C)c1S(=O)(=O)NC1CC(C)(C)NC(C)(C)C1	1%	-7%	4	20%	14%	-3%	9%	-25%	-31%	0%	-7%
CC(/C=N/n1c(-c2ccc(Cl)cc2)n[nH]c1=S)=C\c1ccco1	1%	u	-16	-3%	4µM*	-6%	-7%	3.2µM*	-59%	1%	5%
O=C(Oc1ccc(Cl)cc1)c1ccc2nccnc2c1	3%	18%	23	-4%	-1%	0%	0%	-35%	-7%	3.8µM*	-2%
COc1cc(S(=O)(=O)NCCOC23CC4CC(CC(C4)C2)C3)c(OC)cc1Cl	-6%	-4%	-20	-1%	-20%	-20%	-4%	33%	-57%	-8%	-2%
COc1cccc(/C=N/NC(=O)c2cc3cc([N+](=O)[O-])ccc3s2)c1O	u	u	-19	-29%	2.5µM*	-1%	-33%[inhibitor]	1.4µM*	-87%	u	-19%
CCNC(=S)N1CCc2cc(OC)c(OC)cc2C1COc1ccc(F)cc1 (configuration not stated)	1%	17%	13	-1%	-1%	2%	-2%	-30%	-18%	0%	10%

# The list is partial, so the mix of outcomes need not match the whole.
